WRN inhibitor: inhibitors of human WRN helicase | 0.46% of 360,000 active | WRN helicase unwinding, fluorescent forked duplex, kinetic | Potency, µM (series often up to 114 µM), inactives show top-dose activity change, negative = inhibition, most hits filed as inhibitors | Q14191; note: potency is the fitted concentration of half-maximal effect; % is set by controls: 0 for no effect and ±100 for the full control effect; nearly all actives have a fitted effect of over 55% in size
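Fluorescence dequenching readout, ex 525 nm/em 598 nm, kinetic mode: forked duplex DNA (100 nM final) with adjacent fluorophore and quencher unwound by WRN (20 nM final) with 2 mM ATP. Compound preincubation 15 min, room temperature.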
Mm-Cpn inhibitor: blocks the Methanococcus maripaludis chaperonin Mm-Cpn; AID 504842; Potency, µM (top dose mostly 76.9 µM), inactives show at the top dose activity, negative = inhibition, actives largely listed as inhibitors; 0.031% of 330,000 active; purified Mm-Cpn ATPase, ADP Transcreener TR-FRET; note: potency is the fitted concentration of half-maximal effect; % is set by controls: 0 for no effect and ±100 for the full control effect; nearly all actives have a fitted effect of over 80% in size
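Measured: ADP formation by purified Mm-CPN. Conditions: 25 nM protein, 10 uM ATP, Tris pH 7.4 with Mg2+, K+ and DTT, 37°C for 30 min. Detection: Transcreener HTRF after 30 min at room temperature.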
EPAC1 agonist: EPAC1 (human) agonism; O95398; EPAC1 agonist qHTS, biochemical assay; response scale: 100% = response to 6.5 mM cAMP; AID 720707; 0.073% of 360,000 active; Potency, µM (titrated, usually from 154 µM), without a hit: at the top dose activation, usual class: activators; note: potency is the fitted concentration of half-maximal effect; nearly all actives have a fitted effect of over 60% in size
Target sequence (O95398 whole entry, looked up): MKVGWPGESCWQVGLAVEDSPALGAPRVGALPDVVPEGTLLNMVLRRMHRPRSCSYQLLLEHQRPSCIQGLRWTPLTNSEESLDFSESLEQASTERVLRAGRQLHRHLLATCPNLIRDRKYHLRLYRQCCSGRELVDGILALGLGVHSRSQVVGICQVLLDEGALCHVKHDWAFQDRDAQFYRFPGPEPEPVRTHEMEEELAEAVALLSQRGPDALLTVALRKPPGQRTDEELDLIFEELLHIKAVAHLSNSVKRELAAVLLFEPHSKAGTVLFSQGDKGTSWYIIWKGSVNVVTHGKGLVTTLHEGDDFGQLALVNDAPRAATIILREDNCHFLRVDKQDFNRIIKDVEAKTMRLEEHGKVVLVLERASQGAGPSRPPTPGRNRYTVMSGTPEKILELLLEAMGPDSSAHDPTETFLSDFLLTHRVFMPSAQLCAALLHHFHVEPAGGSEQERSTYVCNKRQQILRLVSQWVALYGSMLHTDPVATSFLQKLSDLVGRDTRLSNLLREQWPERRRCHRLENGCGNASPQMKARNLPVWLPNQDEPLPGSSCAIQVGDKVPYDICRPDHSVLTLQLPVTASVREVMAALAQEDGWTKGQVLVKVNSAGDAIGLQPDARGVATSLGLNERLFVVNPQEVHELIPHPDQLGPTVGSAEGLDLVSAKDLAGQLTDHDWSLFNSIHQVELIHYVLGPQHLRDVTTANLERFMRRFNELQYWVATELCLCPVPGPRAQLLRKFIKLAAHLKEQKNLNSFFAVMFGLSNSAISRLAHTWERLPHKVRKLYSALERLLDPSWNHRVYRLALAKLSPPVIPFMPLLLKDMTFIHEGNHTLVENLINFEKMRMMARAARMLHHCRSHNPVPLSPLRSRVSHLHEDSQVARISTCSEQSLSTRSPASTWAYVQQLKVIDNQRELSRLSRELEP
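Multi-concentration qHTS readout: loss of Rap1B-bound BODIPY-GDP fluorescence driven by 100 nM EPAC1 with excess GDP (50 uM), monitored kinetically at room temperature; agonist response expressed relative to 6.5 mM cAMP.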
EPAC2 antagonist: EPAC2 (human) antagonism; 0.18% of 360,000 active; Q8WZA2; EPAC2 GEF exchange of Rap1B-BODIPY-GDP, fluorescence; Potency, µM (doses to about 114 µM), inactives show at the top dose activity, negative = inhibition, hits mostly inhibitors; note: potency is the fitted concentration of half-maximal effect; % is set by controls: 0 for no effect and ±100 for the full control effect; nearly all actives have a fitted effect of over 45% in size; many of its hits are not listed in these tables
PI5P4K alpha inh: PI5P4K alpha (human) kinase inhibition; P48426; max response, %; 1.2% of 330,000 active; PI5P4Kalpha enzyme, ADP-Glo luminescence, 60 min; hits give low values; AID 652105; active = max response of -50% or lower; inconclusive = between -30% and -50%; inactive = -30% or higher; note: value at the top dose of about 77 µM; % is set by controls: 0 for no effect and ±100 for the full control effect
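ADP-Glo luminescence end-point read after a 60 min room-temperature kinase reaction of PI5P4Kalpha plus substrate, initiated with ATP at 5 microM final. Buffer: 0.038 M HEPES pH 7.4, EGTA, 0.1% CHAPS, 5% DMSO.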
EPAC1 antagonist: blocks human EPAC1 exchange factor. O95398. EPAC1 GEF assay, Rap1b-BODIPY-GDP exchange fluorescence. Potency, µM (doses to about 115 µM), for inactives: top-dose activity change, negative = inhibition, most hits filed as inhibitors. 0.14% of 360,000 active. AID 720709;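 note: potency is the fitted concentration of half-maximal effect; plate controls were vehicle for no effect and positive control for full effect; nearly all actives have a fitted effect of over 50% in size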
PLK1 PBD block: inhibitors of human PLK1 polo-box domain binding; P53350; Plk1 PBD binding of FITC phosphopeptide, fluorescence polarization; Potency, µM, for the others: max response, negative = inhibition, most hits filed as inhibitors; 2.8% of 360,000 active; note: potency is the fitted concentration of half-maximal effect; series mostly up to about 57 µM; % is set by controls: 0 for no effect and ±100 for the full control effect; nearly all actives have a fitted effect of over 65% in size
CCT modulator: modulators of cytosolic chaperonin (CCT/TRiC) activity; purified chaperonin ATPase assay, HTRF ADP detection, 30 min; activity change, % (no concentration beside the values), hits read low; 0.3% of 360,000 active; in the data active = activity change below about -30%; note: % is set by controls: 0 for no effect and ±100 for the full control effect
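ATPase activity: ADP formed was measured by HTRF Transcreener (665/615 nm ratio) after 30 min at 37 deg C with 10 uM ATP. Compounds screened at one 76 uM concentration against 40 or 20 nM TRiC in Tris pH 7.4/KCl/MgCl2/DTT buffer.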
* = called active by the depositor; ? = inconclusive; nt = no result given; & = joins results of further samples; [ ] = dose if it differs, or a comment. Unless noted, calls come from the whole dose curve; as a rule, active = well fitted curve in the direction sought with a large enough effect; inconclusive = small, poorly fitted or top-dose-only effect, or another doubt; inactive = no such curve, though single readings can be large; an effect the other way counts as inactive or inconclusive. Some of the compounds tested; the hit share may differ from the screen's.

SMILES	WRN inhibitor	Mm-Cpn inhibitor	EPAC1 agonist	EPAC2 antagonist	PI5P4K alpha inh	EPAC1 antagonist	PLK1 PBD block	CCT modulator
Cc1occc1C(=O)N/N=C/C1=C(N2CCOCC2)C(=C\c2ccc(Cl)cc2)/CC1	-11%	1%	-10%	3%	-7	25%	-22%	-0.7
O=C(NCc1ccncc1)C(=O)NCC1OCCN1S(=O)(=O)c1ccccc1 (configuration not stated)	-1%	nt	5%	16%	1	3%	-12%	-2.6
O=C(NC(=S)Nc1ccc2oc(=O)ccc2c1)c1cc2ccccc2o1	-26%	-1%	-1%	6%	0	-18%	-5%	0.9
OC(COc1ccc(Br)cc1)CN1CCOCC1 (configuration not stated)	8%	-1%	-3%	-3%	-6	-2%	-8%	-0.2
COc1ccc(-c2nc(N)ncc2-c2ccccc2)c(O)c1	-2%	-3%	1%	0%	-13	-4%	-1%	-1.1
Fc1ccc(NC(=S)N2CCCC(c3ccccc3)=N2)cc1	-5%	-2%	20%	-3%	9	-1%	-11%	-2.4
Cc1noc2ncnc(SCc3ccc(C(F)(F)F)cc3)c12	-1%	2%	2%	-1%	-1	-12%	5%	1.8
CCn1ccc(C(=O)NC2C(=O)N3C(C(=O)O)=C(C)CSC23)n1 (configuration not stated)	-4%	1%	-11%	18%	?	-1%	?	1.6
CS(=O)(=O)N(CC(=O)NCc1ccncc1)c1cc(Cl)ccc1Cl	-4%	-4%	8%	-8%	1	-7%	-6%	-1.5
COc1ccccc1C1=CN(Cc2ccccc2)CCC1=O	-4%	0%	-5%	4%	-1	-1%	-6%	2.5
CCOC(=O)CN1C(=O)C(O)(CC(=O)c2ccco2)c2ccccc21 (configuration not stated)	-2%	0%	-2%	-1%	-9	4%	-8%	-4.6
O=C(c1ccccc1[N+](=O)[O-])N1CCc2ccccc2C1	-5%	1%	12%	-3%	3	5%	-4%	-0.4
COc1cccc(CNC(=O)Cc2csc(NC(=O)Nc3ccccc3OC)n2)c1	-7%	-3%	10%	-13%	-5	-2%	2%	0.5
COc1cc(OC)c(OC)cc1CNC(=O)c1cccc(S(=O)(=O)N2CCc3ccccc3C2)c1	-5%	0%	8%	-1%	32	-9%	0%	-4.1
C#CCNC(=O)C1=C[C@H](c2ccc(C(F)(F)F)cc2)C[C@H](OCCCCO)O1	-1%	nt	-15%	-6%	-15	15%	-15%	-2.0
O=C(Nn1cnc2ccccc2c1=O)c1cccc(Cl)c1	-3%	3%	-9%	-4%	-2	-10%	-15%	-5.8
NC(=O)N/N=C/c1cn(CC(=O)Nc2ccc(F)cc2)c2ccccc12	-11%	-1%	-3%	3%	8	-1%	7%	1.1
COc1ccc(N(Cc2cc3ccccc3[nH]c2=O)S(=O)(=O)c2ccc(OC)cc2)cc1	8%	-16%	11%	-10%	-2	1%	-14%	-1.6
CCOC(=O)c1sc(C)c(C(=O)NCCCN2CCOCC2)c1N	4%	-2%	1%	4%	-1	0%	-2%	0.2
COc1ccccc1-c1cc(C(=O)N2CCOCC2)no1	-2%	0%	7%	2%	0	-6%	-5%	1.4
CC(C)CN1C2CCCC1CC(NC(=O)c1ccc([N+](=O)[O-])cc1)C2 (configuration not stated)	7%	2%	-1%	14%	0	-2%	4%	-4.3
C[C@@H]1CN([C@H](C)CO)C(=O)CCCn2nncc2CO[C@@H]1CN(C)C(=O)C1CC1	-9%	nt	14%	-5%	-6	-26%	-11%	-3.5
Cc1ccccc1-n1c(CSC(=N)N)nc2ccccc2c1=O	0%	1%	3%	-3%	1	-2%	-12%	-1.5
COc1cc(CN2c3ccccc3C(=O)CS2(=O)=O)cc(OC)c1	-5%	-11%	12%	-4%	2	-3%	-9%	2.9
COc1ccc(C)cc1NC(=O)CSc1nnc2ccc(-c3ccccn3)nn12	3%	-1%	3%	-6%	-9	-27%	-13%	-1.9

(listing goes on)
SMILES	WRN inhibitor	Mm-Cpn inhibitor	EPAC1 agonist	EPAC2 antagonist	PI5P4K alpha inh	EPAC1 antagonist	PLK1 PBD block	CCT modulator
CC(C)N1C(=O)/C(=C\c2nc3ccccc3c(=O)n2-c2ccccc2)c2ccccc21	-6%	1%	9%	-5%	-3	8%	-7%	0.7
COc1ccc(NC(=S)Nc2ncccc2C)c(OC)c1	-17%	1%	19%	-8%	nt	0%	?	-0.5
COc1ccc(NC(=O)C(=O)NCC(c2ccco2)N2CCc3ccccc32)cc1 (configuration not stated)	4%	0%	-2%	10%	5	-7%	1%	4.6
Cc1ccc2oc(=O)c3cc(C(=O)NCCN4CCN(C)CC4)sc3c2c1	7%	1%	0%	10%	1	-18%	3%	-0.3
O=c1[nH]cc(S(=O)(=O)N2CCN(c3ccccc3F)CC2)c(=O)[nH]1	7%	nt	9%	2%	-3	-6%	?	1.3
c1ccc(-n2ncc3c(N4CCN(CCOc5cccc6ccccc56)CC4)ncnc32)cc1	-9%	1%	8%	-6%	14	-5%	-14%	0.3
O=C(N/N=C/c1cccnc1)C(=O)N1CCCCCC1	3%	0%	2%	11%	-4	6%	5%	-1.9
COc1cc(NC(=S)N2CCc3ccccc3C2)cc(OC)c1	4%	0%	3%	9%	-3	15%	-5%	-2.9
CCOC(=O)N1CCC(NC(=O)Cn2c3c(c(-c4ccccc4Cl)cc2=O)CCC3)CC1	6%	0%	-6%	-17%	-3	4%	-8%	-0.2
COc1ccc(Nc2nccc3c2nnn3C)cc1	7%	1%	8%	-8%	-18	-2%	-8%	-1.0
COC(=O)c1sccc1NC(=O)Cn1nnc(-c2ccccc2C)n1	-13%	1%	2%	-11%	16	-25%	-9%	-1.1
CC(=O)NC1=NN(C(C)=O)C(c2ccco2)S1 (configuration not stated)	-30%	3%	12%	2%	-7	7%	-8%	-3.1
Cc1cc(C2(c3ccc(O)c(C)c3)C(=O)Nc3ccccc32)ccc1O	-12%	-9%	10%	-22%	-4	-20%	-2%	1.3
CC(C)[C@H](Nc1ncnc2c1oc1ccccc12)C(=O)O	-4%	0%	6%	-5%	-2	-13%	-8%	-3.3
CCOCCCn1c(=N)c(S(=O)(=O)c2ccc(C)cc2)cc2c(=O)n3cc(C)ccc3nc21	11%	1%	9%	19%	0	33%[activator]	-13%	1.9
Cc1ccc(NC(=O)Cn2c(=O)n(CCC(=O)NC3CCN(Cc4ccccc4)CC3)c(=O)c3ccccc32)cc1	-3%	1%	3%	-1%	2	-23%	-16%	-1.6
CCOc1ccc(NC(=O)c2ccc3nccnc3c2)cc1	-6%	-1%	10%	-17%	3	-11%	-6%	-0.4
CC1(C(=O)NCCc2c[nH]c3ccccc23)C=CC2(CCCCC2)N1C(=O)c1ccccc1 (configuration not stated)	-2%	0%	-16%	-12%	5	4%	-6%	0.2
CC1C(c2ccccc2)N(C)C(c2ccccc2)CC1(O)c1ccc(F)cc1 (configuration not stated)	-22%	1%	-1%	-11%	3	-24%	-3%	1.1
NC(=O)c1sc2nc3c(c(-c4ccco4)c2c1N)CCC3	-30%	-8%	7%	-1%	nt	-11%	?	0.4
CC(=O)c1ccc(N2CCN(C(=O)c3ccc4c(c3)OCO4)CC2)cc1	-14%	1%	-3%	-2%	0	5%	-10%	1.2
COc1ccccc1C1CC(=O)Nc2cc(C)c(C)cc21 (configuration not stated)	6%	0%	-5%	11%	1	3%	-1%	-1.2
CC(C)Cn1c(N)c(C(=O)COC(=O)c2cc(-c3ccco3)nc3ccccc23)c(=O)n(C)c1=O	?	1%	-27%	5%	-97*	?	?	0.1
COCCn1nnnc1CN1CCSCC1	4%	0%	8%	2%	-5	14%	4%	-0.7
Cc1ccc(CNC(=O)c2ccc(N3CCc4ccccc43)c([N+](=O)[O-])c2)cc1	-5%	1%	12%	-11%	1	-27%	-7%	-2.9

Compound profiles, as listed above.
COc1ccccc1C1CC(=O)Nc2cc(C)c(C)cc21 (configuration not stated) reads WRN inhibitor = 6%; Mm-Cpn inhibitor = 0%; EPAC1 agonist = -5%; EPAC2 antagonist = 11%; PI5P4K alpha inh = 1; EPAC1 antagonist = 3%; PLK1 PBD block = -1%; CCT modulator = -1.2
COCCn1nnnc1CN1CCSCC1 reads WRN inhibitor = 4%; Mm-Cpn inhibitor = 0%; EPAC1 agonist = 8%; EPAC2 antagonist = 2%; PI5P4K alpha inh = -5; EPAC1 antagonist = 14%; PLK1 PBD block = 4%; CCT modulator = -0.7

(next part)
SMILES	WRN inhibitor	Mm-Cpn inhibitor	EPAC1 agonist	EPAC2 antagonist	PI5P4K alpha inh	EPAC1 antagonist	PLK1 PBD block	CCT modulator
O=C(O)C1CCN(S(=O)(=O)c2ccc(Cl)s2)CC1	-1%	0%	9%	0%	-5	1%	2%	-0.5
CN(C)/C=N/NC(=O)c1ccccc1Cl	2%	1%	-1%	5%	-1	-14%	3%	-7.3
CCOC(=O)N1CCN(c2c(N3CCN(c4cc(C)ccc4C)CC3)c(=O)c2=O)CC1	2%	0%	-3%	7%	-3	-3%	1%	-5.7
CC(C)NC(=S)N1CCN(S(=O)(=O)c2cccc(C(F)(F)F)c2)CC1	-8%	-1%	-9%	-19%	4	-29%	-10%	-3.2
Cc1ccc(NC(=O)CN2C(=O)N/C(=C\c3cccn3-c3cccc(C(=O)O)c3)C2=O)cc1	28µM*	1%	-6%	5%	-76*	?	?	0.9
CC(CNC(=S)Nc1cc(F)cc(F)c1)CSc1ccc(Cl)cc1 (configuration not stated)	-10%	2%	20%	-6%	20	-29%	-8%	-1.6
Cc1ccc(-c2nn[nH]n2)cc1Cl	1%	-4%	1%	8%	-17	-9%	0%	3.4
CCC(C)C(=O)Nc1cc([N+](=O)[O-])ccc1Cl (configuration not stated)	-9%	2%	0%	20%	5	-7%	3%	3.6
Clc1ccc(CNc2ccccn2)cc1	-3%	2%	-6%	-17%	1	1%	10%	-4.4
CCN1C(=O)NC(c2ccccc2)C1=O (configuration not stated)	-2%	-3%	1%	9%	2	1%	-7%	-0.5
O=C(CN1C(=O)C2C3C=CC(C3)C2C1=O)NCc1ccco1 (configuration not stated)	2%	1%	0%	1%	-2	5%	-3%	2.4
CCCN1CNc2c(c(=O)[nH]c(=S)n2-c2ccc(Cl)cc2)C1	7%	-1%	2%	13%	-6	-1%	-5%	-0.9
O=C(Nc1ccccc1N1CCOCC1)c1cc(Cl)c2c(c1)OCO2	-10%	-3%	-8%	-4%	8	1%	-4%	0.9
CC[N+](C)(C)Cc1ccccc1Br	nt	1%[15.4 µM]	-10%	8%	4	-5%	1%	-2.1
Cc1ccc(C(=O)C(C)OC(=O)Cc2n[nH]c(=O)c3ccccc23)cc1C (configuration not stated)	-11%	0%	?	6%	2	-9%	-12%	4.3
CCOC(=O)c1c(N)ssc1=S	-16%	0%&0%	2%	1%	nt	-29%	6.7µM*	0.2

Compound activity as filed in PubChem BioAssay.
